Compound activity as filed in PubChem.
LEDGF integ inh: blocks HIV-1 LEDGF/p75-dependent DNA integration | actives 0.64% (n = 370,000) | AID 743269 | inhibition, % at 3.7 µM | TR-FRET IN-LEDGF/p75 DNA integration, Eu/Cy5;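 active means inhibition above the screen-wide mean plus 3 SD, cut at about 13% in these data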;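 further: signal is the Cy5 over europium emission ratio at 671 and 618 nm; 0% = plate median of compound wells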
SIAE inh: human SIAE inhibition, primary screen | Q9HAT2 | SIAE FP-Rh probe binding, fluorescence polarization | inhibition, % at 9.66 µM | actives 0.69% (n = 370,000);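 active means inhibition above a cutoff: mean of compounds within the control limits plus 3 SD of those, cut at about 17% in these data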;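 further: 0% = plate median of compound wells and 100% = probe without SIAE protein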
TDP2 absorb: TDP2 (human) inhibition, absorbance primary screen; AID 720702; O95551; recombinant TDP2, T5PNP hydrolysis, p-nitrophenol absorbance 415 nm; actives 0.34% (n = 370,000); inhibition, % at 12.8 µM;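 active means inhibition above the mean of all tested compounds plus 3 SD, set per campaign, cut at about 25% in these data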;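 further: 0% = DMSO with enzyme and 100% = buffer with substrate but no TDP2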
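System: recombinant human TDP2 / Amount: 120 nM TDP2 per well / Also added: 5 mM T5PNP chromogenic substrate / Doses: 12.8 µM single point, 1% DMSO / Incubation: 2 h at 37 °C / Detection: p-Nitrophenol epi absorbance / Evaluation: % inhibition relative to enzyme-containing and enzyme-free wells / Repeats: singlicate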
ABHD4 inh: ABHD4 (mouse) inhibition, primary FP screen; Q8VD66; actives 0.54% (n = 370,000); inhibition, % at 8.92 µM; AID 720543; purified mABHD4, FP-Rh probe fluorescence polarization;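 active means inhibition exceeding the mean over every tested compound plus 3 SD, cut at about 30% in these data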;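 further: 0% = plate median of compound wells and 100% = S159A mutant with DMSO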
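Assay system: Wild-type mouse ABHD4 protein | Medium: HEPES pH 7.0 buffer, 150 mM NaCl, 0.01% Pluronic F-127 | Incubation: Enzyme–compound pre-incubation 45 min, then probe 60 min, both 25 °C | Technique: Fluorescence polarization with parallel and perpendicular emission, 525/598 nm | Evaluation: % inhibition of FP-Rh probe binding versus controls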
UHRF1 binding: human UHRF1 methylated DNA binding inhibitors | UHRF1 binding to methylated oligo, TR-FRET | Q96T88 | actives 0.75% (n = 370,000) | inhibition, % at 4.4 µM | AID 687016; in the data active means inhibition above about 21%;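 further: UHRF1 SRA domain binding a hemimethylated CpG hairpin DNA probe; 0% = median of test compound wells and 100% = reference inhibitor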
HTRA1 inhibitor: HTRA1 (human) protease inhibition; actives 0.5% (n = 340,000); AID 504803; inhibition, % at 5.96 µM; recombinant HTRA1, FP-rhodamine activity-based probe, fluorescence polarization; in the data active means inhibition above about 36%;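 further: 0% = enzyme with DMSO and 100% = wells lacking enzyme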
Target sequence (Q92743 whole entry, looked up): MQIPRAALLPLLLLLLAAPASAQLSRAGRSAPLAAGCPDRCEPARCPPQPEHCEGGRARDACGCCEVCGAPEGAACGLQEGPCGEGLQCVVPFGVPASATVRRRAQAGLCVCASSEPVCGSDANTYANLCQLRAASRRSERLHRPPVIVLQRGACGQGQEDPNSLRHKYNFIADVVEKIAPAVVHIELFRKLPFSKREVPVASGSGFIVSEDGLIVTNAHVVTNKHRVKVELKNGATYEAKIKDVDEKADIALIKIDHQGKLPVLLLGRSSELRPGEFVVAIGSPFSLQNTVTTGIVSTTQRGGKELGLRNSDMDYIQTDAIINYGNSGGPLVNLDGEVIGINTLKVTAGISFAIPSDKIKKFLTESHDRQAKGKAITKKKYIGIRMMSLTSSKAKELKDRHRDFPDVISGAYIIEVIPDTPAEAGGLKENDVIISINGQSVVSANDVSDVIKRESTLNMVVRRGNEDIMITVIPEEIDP
PG9 binder: small molecules binding HIV-1 gp120 antibody PG9. TR-FRET gp120-PG9 antibody binding. inhibition, % at 6.7 µM. actives 0.43% (n = 360,000); in the data active means inhibition above about 8.5%
PRMT1 FP inh: blocks human protein arginine methyltransferase 1; Q99873; recombinant PRMT1, activity-based probe fluorescence polarization; inhibition, % at 2.79 µM; actives 1.3% (n = 370,000); AID 652257;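 active means inhibition above about 21% made by adding two undisclosed values, limit read from the data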
TCR-CD3 inh: blocks the human TCR-CD3 interaction | inhibition, % at 9.4 µM | actives 0.37% (n = 360,000) | TAMRA-labeled TCR probe fluorescence, biochemical | AID 651800; in the data active means inhibition above about 19%;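 further: recombinant mutant TCR 2C K166C tagged with TAMRA read by polarization; 0% = receptor in buffer alone and 100% = receptor with positive control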
DDE Tn7 FP inh: DD(E)-Tn7 binding inhibition, primary FP screen. P02675. FP displacement of FITC-Tn7 peptide from fibrin DD(E); 0% = median of compound wells per plate. actives 0.13% (n = 370,000). inhibition, % at 8.3 µM. AID 720508;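 active means inhibition above the mean of compounds falling within the control limits plus 3 SD of them, cut at about 14% in these data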;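 further: 0% = plate median of compound wells and 100% = 10 µM Aha-Tn7 peptide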
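Test system – human fibrin DD(E) · Times – 10 min preincubation, 3 h with tracer, room temperature · Detection – fluorescence polarization of the labelled Tn7 tracer · Measure – percent inhibition normalized to high-control wells · Benchmarks – high control wells with 10 µM unlabelled Aha-Tn7 peptide (full inhibition) · Repeats – singlicate testing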
The depositor's hits bear a star; x = not tested or not shown. Outcome played no part in choosing rows; about 4.2% have a hit in one of these screens.

Assay codes: A = LEDGF integ inh; B = SIAE inh; C = TDP2 absorb; D = ABHD4 inh; E = UHRF1 binding; F = HTRA1 inhibitor; G = PG9 binder; H = PRMT1 FP inh; I = TCR-CD3 inh; J = DDE Tn7 FP inh
Cc1cc(NC(=O)c2cc(-c3ccc(Br)cc3)on2)no1
  A: -1	B: -3	C: 0	D: -2	E: 0	F: 15	G: -1.2	H: -5	I: 4	J: 2

COc1cc(NC(=S)NC(=O)c2ccc(C(C)(C)C)cc2)ccc1NC(=O)c1cccs1
  A: 1	B: 13	C: 3	D: -1	E: -3	F: 3	G: 0.7	H: -1	I: 1	J: -6

COC(=O)c1ccccc1NC(=S)NC(=O)COc1ccccc1Cl
  A: 2	B: 2	C: 4	D: -16	E: 2	F: -20	G: -1.6	H: 0	I: -1	J: 1

COc1ccccc1NS(=O)(=O)c1cccc(C(=O)N2CCN(C/C=C/c3ccccc3)CC2)c1
  A: -5	B: -7	C: -5	D: -4	E: 2	F: 0	G: -1.6	H: 0	I: -6	J: 4

CCOc1ccc(CCNC(=O)COC(=O)c2cc([N+](=O)[O-])ccc2N2CCOCC2)cc1OCC
  A: -2	B: -5	C: -13	D: 0	E: -3	F: -3	G: -2.2	H: 1	I: 8	J: 4

O=S(=O)(c1ccc(SCc2ccccc2F)nc1)N1CCCC1
  A: -4	B: 2	C: -9	D: -2	E: -4	F: -20	G: -1.8	H: 0	I: -1	J: -1

COC(=O)[C@@H]1C[C@H]2CC[C@H](O)C[C@H]2N1Cc1ccc(C(C)(C)C)cc1
  A: 0	B: 6	C: -2	D: -4	E: 0	F: -2	G: -0.7	H: -3	I: 5	J: 2

CC1CCN(C(=O)C2CCN(c3nnc(-n4cccc4)s3)CC2)CC1
  A: 2	B: -1	C: 0	D: -7	E: -1	F: 1	G: 0.8	H: -3	I: 8	J: 3

Cc1cc(C(=O)OCC(=O)N2CCOCC2)c2ccccc2n1
  A: 0	B: 1	C: 1	D: 1	E: -3	F: -3	G: 0.3	H: -4	I: 10	J: -4

Cc1ccc(-c2nn3nnnc3c3ccccc23)cc1C
  A: -2	B: -2	C: 8	D: -1	E: 1	F: 3	G: -11	H: -2	I: -2	J: 4

CCOC(=O)c1sc(N/N=C/c2cc(Br)c(O)c(OC)c2)nc1C
  A: -4	B: 12	C: 1	D: 27	E: -1	F: 25	G: -1.5	H: 6	I: -2	J: 0

O=C(CCn1c(=O)c2sccc2n(CC(=O)NCc2ccco2)c1=O)NCc1ccccc1
  A: -2	B: -3	C: -5	D: -1	E: 0	F: -2	G: 0.6	H: 3	I: -8	J: 8

COc1cc2nc(CN3CCN(S(=O)(=O)c4ccccc4)CC3)[nH]c(=O)c2cc1OC
  A: 1	B: 0	C: -7	D: 5	E: 2	F: 3	G: -0.9	H: -2	I: -1	J: -8

CCOC(=O)C(NCCc1ccccc1F)(NC(=O)CC)C(F)(F)F (stereo not given)
  A: -4	B: -1	C: 2	D: 7	E: -1	F: 1	G: 0.6	H: 0	I: 2	J: 10

O=C(Nc1nnc(-c2ccco2)o1)c1ccc2ccccc2c1
  A: 2	B: 6	C: 1	D: 5	E: 0	F: 2	G: -0.9	H: -2	I: 2	J: -1

CC1=NN2C(=N)/C(=C\c3cc(C)n(-c4ccc(C)cc4)c3C)C(=O)N=C2S1
  A: -4	B: 2	C: -6	D: 7	E: 6	F: -3	G: 0.6	H: 0	I: -5	J: 4

CC(C)(C)c1cc2nc3c(c(=O)n2[nH]1)CN(Cc1ccccc1)C3=O
  A: -1	B: 1	C: 6	D: 23	E: -2	F: x	G: -0.2	H: -3	I: -1	J: -2

CC(C)C1C(=O)N(Cc2cn(CCC3OCCO3)nn2)CCS(=O)(=O)N1Cc1ccc(-c2cccc(N(C)C)c2)cc1 (stereo not given)
  A: -6	B: 1	C: -1	D: -3	E: 2	F: 6	G: -1.6	H: 2	I: -5	J: -3

CCc1nc2nc(C)c(NS(=O)(=O)c3ccc(Br)s3)c(=O)n2[nH]1
  A: -2	B: 10	C: 12	D: -9	E: 2	F: -2	G: -1.6	H: 4	I: -2	J: 12

Cc1oc2ccc(OS(C)(=O)=O)cc2c1C(=O)OC(C)C
  A: -6	B: 3	C: -10	D: -5	E: 0	F: -1	G: -0.8	H: 2	I: -2	J: 4

O=C(Nc1ccc2c(c1)OCO2)C1Cc2c(-c3cccnc3)ccnc2O1 (stereo not given)
  A: -3	B: 3	C: -6	D: 2	E: 3	F: x	G: 1.8	H: -2	I: -2	J: -3

Grouped by structure, those above with a halogen.
Assay codes: A = LEDGF integ inh; B = SIAE inh; C = TDP2 absorb; D = ABHD4 inh; E = UHRF1 binding; F = HTRA1 inhibitor; G = PG9 binder; H = PRMT1 FP inh; I = TCR-CD3 inh; J = DDE Tn7 FP inh
Cc1cc(NC(=O)c2cc(-c3ccc(Br)cc3)on2)no1
  A: -1	B: -3	C: 0	D: -2	E: 0	F: 15	G: -1.2	H: -5	I: 4	J: 2

COC(=O)c1ccccc1NC(=S)NC(=O)COc1ccccc1Cl
  A: 2	B: 2	C: 4	D: -16	E: 2	F: -20	G: -1.6	H: 0	I: -1	J: 1

O=S(=O)(c1ccc(SCc2ccccc2F)nc1)N1CCCC1
  A: -4	B: 2	C: -9	D: -2	E: -4	F: -20	G: -1.8	H: 0	I: -1	J: -1

CCOC(=O)c1sc(N/N=C/c2cc(Br)c(O)c(OC)c2)nc1C
  A: -4	B: 12	C: 1	D: 27	E: -1	F: 25	G: -1.5	H: 6	I: -2	J: 0

CCOC(=O)C(NCCc1ccccc1F)(NC(=O)CC)C(F)(F)F (stereo not given)
  A: -4	B: -1	C: 2	D: 7	E: -1	F: 1	G: 0.6	H: 0	I: 2	J: 10

CCc1nc2nc(C)c(NS(=O)(=O)c3ccc(Br)s3)c(=O)n2[nH]1
  A: -2	B: 10	C: 12	D: -9	E: 2	F: -2	G: -1.6	H: 4	I: -2	J: 12
